# KCNQ1 block: inhibitors of human KCNQ1 channel, primary screen, cell-based, thallium flux, high-throughput. Potassium voltage-gated channel subfamily KQT member 1 (Homo sapiens), P51787. CHO-K1 KCNQ1, FluxOR thallium flux fluorescence; active compounds read high. B-score at 10 µM. hit rate 1.3% among 310,000. AID 2642, 2010;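 active = compounds whose thallium flux B-score, printed positive for inhibition, exceeds three library SD while starting fluorescence stays within three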;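 also: channel opened by potassium depolarization with thallium stimulus after 20 min compound exposure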
# MrgX1 allo act: positive allosteric modulators of MrgX1, primary screen, HEK293 cells, Fluo-4 calcium flux | hit rate 0.63% among 310,000 | FDSS; active compounds read high | B-score at 10 µM | Mas-related G-protein coupled receptor member X1 (Homo sapiens), Q96LB2 | AID 588675, 2011;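 active = plate-corrected calcium response at least 3 library SD above typical, normal starting fluorescence, not activating the receptor alone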;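 also: compound read alongside a low EC10 to EC30 dose of BAM8-22 agonist; peak minus trough fluorescence over baseline measured at the second addition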
# Target sequence (Q96LB2 whole entry, looked up): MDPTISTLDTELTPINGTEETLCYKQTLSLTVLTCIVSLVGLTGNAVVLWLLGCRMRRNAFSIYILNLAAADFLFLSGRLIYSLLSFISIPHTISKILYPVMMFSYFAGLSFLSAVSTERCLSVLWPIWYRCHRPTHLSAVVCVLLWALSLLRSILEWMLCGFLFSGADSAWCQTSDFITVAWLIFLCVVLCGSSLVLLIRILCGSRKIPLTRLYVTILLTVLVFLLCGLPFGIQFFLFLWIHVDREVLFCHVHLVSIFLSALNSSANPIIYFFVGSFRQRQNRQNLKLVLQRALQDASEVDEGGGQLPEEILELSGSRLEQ
# KCNQ1 pot: potentiators or activators of KCNQ1 channel, primary screen, cell-based, thallium flux, high-throughput; CHO-K1 KCNQ1, thallium flux FluxOR fluorescence; active compounds read high; B-score at 10 µM; Potassium voltage-gated channel subfamily KQT member 1 (Homo sapiens), P51787; hit rate 0.35% among 310,000;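 active = fluorescence ratio B-score, a plate-corrected score, at least three library SD, with initial intensity B-score within 5 SD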
#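 assay system = KCNQ1-transfected CHO-K1 cells | medium = assay buffer with matched DMSO | probe or stimulus = depolarizing K+/Tl+ stimulus, K2SO4 and Tl2SO4 each 12.5 mM in 5x stock | dosing = single dose | incubation = dye 90 min, compound 20 min, room temperature | detection = kinetic FluxOR fluorescence, 10 s baseline plus 110 s post-stimulus | evaluation = ratio B score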
# KCNK9 block: KCNK9 potassium channel inhibitors, primary screen, HEK293 cells, thallium flux | B-score at 10 µM | hit rate 1.2% among 310,000 | Potassium channel subfamily K member 9 (Homo sapiens), Q9NPC2 | FluxOR thallium flux fluorescence; active compounds read low;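 active = ratio B-score over 3 SD below the library mean, with starting fluorescence within 5 SD of its mean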;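 also: negative B-score means less thallium flux so channel inhibition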
# Target sequence (Q9NPC2 whole entry, looked up): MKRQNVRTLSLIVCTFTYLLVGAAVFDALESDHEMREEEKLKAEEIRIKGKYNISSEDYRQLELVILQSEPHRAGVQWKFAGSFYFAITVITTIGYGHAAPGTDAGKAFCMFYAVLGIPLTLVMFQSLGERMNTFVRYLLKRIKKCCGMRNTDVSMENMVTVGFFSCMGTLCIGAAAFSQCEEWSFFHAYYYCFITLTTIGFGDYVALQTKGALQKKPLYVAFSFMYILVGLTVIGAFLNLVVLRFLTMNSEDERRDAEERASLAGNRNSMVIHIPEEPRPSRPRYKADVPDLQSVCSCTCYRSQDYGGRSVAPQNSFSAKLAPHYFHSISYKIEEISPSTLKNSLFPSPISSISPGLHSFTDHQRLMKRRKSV
# RGS4 inh: RGS4 inhibitors, primary screen, cell-based, HEK293 M3R inducible RGS4, calcium flux; Regulator of G-protein signaling 4 (Homo sapiens), P49798; Fluo-4 calcium flux; active compounds read high; triggered by carbachol at its EC20; B-score at 10 µM; hit rate 0.45% among 310,000; AID 463165, 2010;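 active = B-score, a plate-corrected calcium signal, over three deviations above library mean, with baseline fluorescence within five deviations of library mean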;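 also: RGS4 expression induced by doxycycline in cells with stable M3 receptor; B-score is computed from the integrated fluorescence ratio over baseline after carbachol; higher B-score means a larger calcium signal and so more RGS4 inhibition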
# ANO1 activ: TMEM16A chloride channel activators or potentiators, primary screen, cell-based, HTS; AID 623877, 2012; B-score at 10 µM; HEK293 TMEM16A/YFP-H148Q/I152L, iodide quench fluorescence; active compounds read low; Anoctamin-1 (Mus musculus), Q8BHY3; hit rate 0.3% among 340,000;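 active = fluorescence-ratio B-score plate-corrected deviation score at least 3 library SD below zero, with starting fluorescence score within 5 deviations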;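 also: channel opened by trigger with iodide after compound preincubation; score built on the fluorescence ratio of max minus min over baseline; more negative score means more quench and so TMEM16A activation or potentiation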
# KCNK3 inh: human KCNK3 channel inhibitors, primary screen, CHO cells, FluxOR thallium flux, B-score; Potassium channel subfamily K member 3 (Homo sapiens), O14649; FluxOR fluorescence; active compounds read low; B-score at 10 µM; hit rate 0.84% among 340,000;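 active = B-score under library mean minus 4 SD, starting fluorescence ratio at most library mean plus 5 SD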;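 also: more negative B-score means stronger inhibition of thallium flux through KCNK3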
# Target sequence (O14649 whole entry, looked up): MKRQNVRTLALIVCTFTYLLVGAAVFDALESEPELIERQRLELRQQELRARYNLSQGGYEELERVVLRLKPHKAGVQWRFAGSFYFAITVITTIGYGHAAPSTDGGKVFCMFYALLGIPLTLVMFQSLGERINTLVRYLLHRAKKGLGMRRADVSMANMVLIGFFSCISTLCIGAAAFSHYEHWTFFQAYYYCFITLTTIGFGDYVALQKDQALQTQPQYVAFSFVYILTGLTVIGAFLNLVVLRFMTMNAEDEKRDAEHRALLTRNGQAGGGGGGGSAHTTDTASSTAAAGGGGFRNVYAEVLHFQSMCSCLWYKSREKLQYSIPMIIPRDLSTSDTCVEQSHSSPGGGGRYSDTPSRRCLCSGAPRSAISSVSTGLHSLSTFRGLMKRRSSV
# ANO1 block: TMEM16A chloride channel inhibitors, primary screen, cell-based, HTS; Anoctamin-1 (Mus musculus), Q8BHY3; HEK293 TMEM16A/YFP iodide influx fluorescence, ionomycin; normalized B-score (activity score, 25-100; higher = stronger inhibition) at 10 µM; hit rate 1.2% among 310,000;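 active = ratio plate-corrected score three or more library SD toward inhibition, starting fluorescence score within five deviations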;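 also: score derived from kinetic fluorescence span divided by baseline fluorescence per well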
# MrgX1 agonist: agonists of human MrgX1 receptor, primary screen, HEK293 cells, Fluo-4 calcium flux | Fluo-4 calcium fluorescence, agonist mode; active compounds read high | B-score at 10 µM | hit rate 0.44% among 310,000;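 active = calcium response B-score plate-corrected fluorescence ratio at least 3 library SD, with starting fluorescence B-score inside 5 SD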
#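 Material – MrgX1-expressing HEK293 cells · Input – 15,000 cells seeded per well · Dosing – compound as first of three additions · Times – overnight seeding, then 1 h dark dye loading · Measured by – kinetic Fluo-4 NW fluorescence of intracellular calcium · Read-out – B-scored fluorescence response ratio · Benchmarks – positive and negative control wells on each plate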
# hERG protect: hERG rescue from dofetilide block, primary screen, cell-based, CHO-hERG, FluxOR thallium flux, dofetilide IC70. Voltage-gated inwardly rectifying potassium channel KCNH2 (Homo sapiens), Q12809. activation (rescue from dofetilide block), less the hit threshold, % at 10 µM. hit rate 0.51% among 310,000. dofetilide IC70 present;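 active = activation above the mean of controls blocked by dofetilide plus 5 SD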;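 also: thallium influx through hERG after potassium depolarization seen as dye fluorescence rise; in these data hits start at about 4.7%; inactives centre near -7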
# RGS4 act: RGS4 potentiators or activators, primary screen, cell-based, HEK293 M3R inducible RGS4, calcium flux | B-score at 10 µM | hit rate 0.92% among 310,000 | carbachol calcium flux Fluo4; active compounds read low | AID 463111, 2010;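 active = B-score of the integrated calcium signal more than 4 SD below the library mean, with starting fluorescence not abnormally high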;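 also: negative B-score means reduced calcium response which marks RGS4 activation or potentiation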
#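 Assay system: Inducible-RGS4 HEK293 cells carrying M3 receptor | Schedule: Compound preincubation 20 min at room temperature before agonist | Signal: Kinetic calcium fluorescence imaging with Fluo4-AM dye, 2 µM | Read-out basis: B score from integrated fluorescence ratio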
# * = called active by the depositor; i = inactive; . = not tested or not shown.
# Under each structure: KCNQ1 block | MrgX1 allo act | KCNQ1 pot | KCNK9 block | RGS4 inh | ANO1 activ | KCNK3 inh | ANO1 block | MrgX1 agonist | hERG protect | RGS4 act
COc1cccc(C=Nc2ccc3c(c2)CCC3)c1O
    i | i | i | i | i | i | i | i | i | -6 | i
CCC1=Nc2cc(C(=O)NCC3CCCO3)ccc2Sc2ccc(Br)cc21 (configuration not stated)
    i | i | i | i | i | i | i | i | i | -17 | i
CCn1cc2nc(SCC(=O)Nc3ccc(F)cc3F)n(Cc3ccccc3)c(=O)c2n1
    i | i | i | i | i | i | i | i | i | -13 | i
O=C(CC(c1cccs1)S(=O)(=O)c1ccccc1)c1ccc(F)cc1 (configuration not stated)
    i | i | i | i | i | i | i | i | i | -8 | i
CC(C)c1nnc(NC(=O)c2nc(S(=O)(=O)Cc3ccccc3)ncc2Cl)s1
    i | i | i | i | i | i | i | i | i | -9 | i
CSC1=N/C(=C\c2ccc(Br)o2)C(=O)S1
    i | i | i | i | i | i | i | i | i | -12 | i
CC1CCCN(S(=O)(=O)c2cccc([N+](=O)[O-])c2)C1 (configuration not stated)
    i | i | i | i | i | i | i | i | i | 0 | i
CC1CN(CCC(=O)Nc2ccccc2F)CC(C)O1 (configuration not stated)
    i | i | i | i | i | i | i | i | i | -5 | i
CS(=O)(=O)N1CCc2cc(C(=O)Nc3ccc(Br)cc3)ccc21
    i | i | i | i | i | i | i | i | i | -8 | i
CC1CCCCN1C(=O)CCc1nnc(Cc2c[nH]c3ccccc23)o1 (configuration not stated)
    i | i | i | i | i | i | i | i | i | -6 | i
CCCCOC(=O)c1ccccc1N1C(=O)C2C3CCC(C3)C2C1=O (configuration not stated)
    i | i | i | i | i | i | i | i | i | -6 | i
O=C(c1ccc(CSc2ccc(Cl)cc2)cc1)N1CCOCC1
    i | i | i | i | i | i | i | i | i | -6 | i
Cc1ccc(NC(=O)CSc2nc3[nH]ncc3c(=O)[nH]2)c(C)c1
    i | i | i | i | i | i | i | i | i | -10 | i
O=C(COc1ccc(-c2ccccc2)cc1)N/N=C/c1cccnc1
    i | i | i | i | i | i | i | i | i | -9 | i
Cc1cc(NCCCN(C)C)n2c(nc3ccccc32)c1C#N
    i | i | i | i | i | i | i | i | i | -6 | i
CCOc1cc(C=O)ccc1OCCn1c([N+](=O)[O-])cnc1C
    i | i | i | i | i | i | i | i | i | -9 | i
COC(CCN(C)C)(c1ccccc1)c1ccccc1
    i | i | i | i | i | i | i | i | i | -11 | i
Cc1cc(CNC(=O)CC2C(=O)NCCN2Cc2ccc(-c3ccccc3)cc2)nn1C (configuration not stated)
    i | i | i | i | i | i | i | i | i | -8 | i
Cc1ccc[n+](-c2nc([O-])sc2/C=N/Nc2ccc([N+](=O)[O-])cc2)c1
    i | i | i | i | i | i | i | i | i | -9 | i
CCOc1ccc(OCC(=O)Nc2nccs2)cc1
    i | i | i | i | i | i | i | i | i | -3 | i
Cc1ccc2[nH]c3c(NCc4ccco4)ncnc3c2c1
    9* | i | i | i | i | i | i | 25* | i | -20 | i
COc1ccc(/C=N/NS(=O)(=O)c2ccc(C)cc2)cc1OC(=O)c1ccc(C)cc1
    6* | i | i | i | i | i | i | i | i | -6 | i
CC(NC(=O)c1ccc(Br)o1)C1CC2CCC1C2 (configuration not stated)
    i | i | i | i | i | i | i | i | i | -8 | i
CCn1c(SCC(=O)Nc2ccccc2C)nc2nc3c(cc2c1=O)COC(C)(C)C3
    i | i | i | i | i | i | i | i | i | -12 | i
Cc1cccc(NC2=CC(=O)CC(C)(C)C2)c1C
    i | i | i | i | i | i | i | i | i | -3 | i
O=C(Oc1cccc2cccnc12)c1cccc(-n2cnnn2)c1
    i | i | i | i | i | i | i | i | i | -11 | i
Fc1ccc2c(c1)C1OCCCC1C(c1ccccc1)N2 (configuration not stated)
    i | i | i | i | i | i | i | i | i | -10 | i
CCOc1cc(C2C(C(=O)OC(C)C)=C(C)NC3=C2C(=O)CCC3)cc([N+](=O)[O-])c1O (configuration not stated)
    i | i | i | i | i | i | i | i | i | -6 | i
CC(=O)NC(Cc1c[nH]c2ccccc12)C(=O)O (configuration not stated)
    i | i | i | i | i | i | i | i | i | -6 | i
COc1ccc(C2CCCN2C(=O)c2cccs2)cc1 (configuration not stated)
    i | i | i | i | i | i | i | i | i | -5 | i
CCOc1ccc(-c2c(C(=O)N/N=C/C3CCCCC3)nnn2-c2nonc2N)cc1
    i | i | i | i | i | i | i | i | i | -6 | i
CCOc1ccc(CCNC(=O)CCC(=O)N2CCOc3ccccc32)cc1OCC
    i | i | i | i | i | i | i | i | i | -8 | i
O=C1CSC(c2ccccc2Br)N1c1ccc(Cl)cn1 (configuration not stated)
    i | i | i | i | i | i | i | i | i | -9 | -7*
CC(C)c1ccc(S(=O)(=O)/N=C2\C=C(NS(=O)(=O)c3ccccc3)C(=O)c3ccccc32)cc1
    18* | i | i | -9.4* | i | i | i | 100* | 30* | -27 | -11*
CCN(CC(F)(F)C(F)F)S(=O)(=O)c1ccc(NC(=O)OC)cc1
    i | i | i | i | i | i | i | i | i | -12 | i
O=C(CC1SCCNC1=O)Nc1cccc([N+](=O)[O-])c1 (configuration not stated)
    i | i | i | i | i | i | i | i | i | -2 | i
Cc1cc(C)n2c(-c3ccccc3Cl)nnc2n1
    i | i | i | i | i | i | i | i | i | -10 | i
COc1ccc(Nc2nc(C(=O)NCc3ccco3)cs2)cc1
    i | i | i | i | i | i | i | i | i | -12 | i
CC(C)(C)c1nc2scc(-c3ccc(Cl)cc3)c2c(=O)o1
    i | i | i | i | i | i | i | i | i | -5 | i
CCC(C(=O)Nc1ccncc1)c1ccccc1 (configuration not stated)
    i | i | i | i | i | i | i | i | i | -7 | i
O=C(C1CCC1)N1CCc2cc(S(=O)(=O)NC3CCCc4ccccc43)ccc21 (configuration not stated)
    i | i | i | i | i | i | i | i | i | -1 | i
Nc1nc(Nc2ccccc2F)nc(N2CCCC2)c1[N+](=O)[O-]
    i | i | i | i | i | i | i | i | i | -4 | i
OCCN1CCN(C(=S)c2ccc(Cl)c(Cl)c2)CC1
    i | i | i | i | i | i | i | i | i | -8 | i
Cc1cc(C)nc(SCCN2CCCCC2)n1
    i | i | i | i | i | i | i | i | i | -3 | i
Cc1ccsc1/C=C1/SC(N2CCOCC2)=NC1=O
    i | i | i | i | i | . | . | i | i | 0 | i
O=C(NCc1ccccn1)C1CCC(=O)N(Cc2ccc(Cl)cc2)C1 (configuration not stated)
    i | i | i | i | i | i | i | i | i | -8 | i
CC(Nc1cccc(F)c1)C(=O)Nc1ccc(S(N)(=O)=O)cc1 (configuration not stated)
    i | i | i | i | i | i | i | i | i | -15 | i
COc1ccc(OC)c(NC(=O)CCN2CCN(Cc3ccccc3)CC2)c1
    i | i | i | i | i | i | i | i | i | -6 | i
O=C(O)C(CCCCN1C(=O)c2ccccc2C1=O)N1C(=O)c2ccccc2C1=O (configuration not stated)
    i | i | i | i | i | i | i | i | i | -7 | i
COc1ccc(CCNc2nc(C)cc(=O)[nH]2)cc1OC
    i | i | i | i | i | i | i | i | i | -13 | i
Cn1c(NC(=O)c2ccc(S(=O)(=O)N3CCCCC3)cc2)cc(=O)n(C)c1=O
    i | i | i | i | i | i | i | i | i | -7 | i
COc1ccc(CNC(=O)C2CC(C)=C(C)CC2C(=O)O)cc1OC (configuration not stated)
    i | i | i | i | i | i | i | i | i | -8 | i
Cc1ccc(-c2cc(N)n3nc(-c4ccc(C)cc4)cc3n2)cc1
    i | i | i | i | i | i | i | i | i | -2 | i
CC(C)n1c(C(=O)OCC(=O)NCc2ccc3c(c2)OCO3)cc2occc21
    i | i | i | i | i | i | i | i | i | -1 | i
Cc1[nH]c(=O)[nH]c(=O)c1S(=O)(=O)N1CCCC(C(=O)N2CCC(Cc3ccccc3)CC2)C1 (configuration not stated)
    . | i | . | . | . | i | i | i | i | . | .
Cc1ccc(CNC(=O)C(=O)NCC2OCCN2S(=O)(=O)c2cccs2)cc1 (configuration not stated)
    i | i | i | i | i | i | i | i | i | -5 | i
O=C(O)c1ccn(COc2ccc(Br)cc2)n1
    i | i | i | i | i | i | i | i | i | -11 | i
CCOc1cccc2sc(N(CCN(C)C)C(=O)/C=C/c3cccs3)nc12
    i | i | i | i | i | i | i | i | i | -33 | i
O=C(O)C1=CCNCC1
    i | i | i | i | i | i | i | i | i | -6 | i
COc1ccc(C(=O)Nc2ccccc2C(=O)Nc2cc(C)ccn2)cc1
    i | i | i | i | i | i | i | i | i | -10 | i

# Continued:
# Under each structure: KCNQ1 block | MrgX1 allo act | KCNQ1 pot | KCNK9 block | RGS4 inh | ANO1 activ | KCNK3 inh | ANO1 block | MrgX1 agonist | hERG protect | RGS4 act
COc1ccc(NS(=O)(=O)c2cccc(C(=O)NNC(=O)c3ccccc3OC)c2)cc1
    i | i | i | i | i | i | i | i | i | -10 | i
N#Cc1c(-c2ccco2)nc(SCc2ccc(F)cc2)[nH]c1=O
    i | i | i | i | i | i | i | i | i | -10 | i
COc1cc(C(=O)NCC(=O)N2CC=C(c3ccccc3)CC2)cc(OC)c1OC
    i | i | i | i | i | i | i | i | i | -18 | i
O=C(Nc1ccccc1)NC1(C(=O)NCc2cccs2)CCCCC1
    i | i | i | i | i | i | i | i | i | 0 | i
CCOc1cccc2sc(=NC(=O)c3ccco3)n(CC(=O)OC)c12
    i | i | i | i | i | i | i | i | i | -10 | i
